ERAP1 inh: ERAP1 (human) enzyme inhibition; Q9NZ08; recombinant ERAP1, Leu-AMC fluorescence, 60 min; inhibition, % at 10.7 µM; 340,000 compounds, 0.15% hits;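 active means mean replicate inhibition of at least 30%, or all replicates individually reaching that 30% level; inactive means mean below 30% and not every replicate reaching it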;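 further: 0% = neutral control wells and 100% = L-leucinethiol positive control wells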
Target sequence (Q9NZ08 whole entry, looked up): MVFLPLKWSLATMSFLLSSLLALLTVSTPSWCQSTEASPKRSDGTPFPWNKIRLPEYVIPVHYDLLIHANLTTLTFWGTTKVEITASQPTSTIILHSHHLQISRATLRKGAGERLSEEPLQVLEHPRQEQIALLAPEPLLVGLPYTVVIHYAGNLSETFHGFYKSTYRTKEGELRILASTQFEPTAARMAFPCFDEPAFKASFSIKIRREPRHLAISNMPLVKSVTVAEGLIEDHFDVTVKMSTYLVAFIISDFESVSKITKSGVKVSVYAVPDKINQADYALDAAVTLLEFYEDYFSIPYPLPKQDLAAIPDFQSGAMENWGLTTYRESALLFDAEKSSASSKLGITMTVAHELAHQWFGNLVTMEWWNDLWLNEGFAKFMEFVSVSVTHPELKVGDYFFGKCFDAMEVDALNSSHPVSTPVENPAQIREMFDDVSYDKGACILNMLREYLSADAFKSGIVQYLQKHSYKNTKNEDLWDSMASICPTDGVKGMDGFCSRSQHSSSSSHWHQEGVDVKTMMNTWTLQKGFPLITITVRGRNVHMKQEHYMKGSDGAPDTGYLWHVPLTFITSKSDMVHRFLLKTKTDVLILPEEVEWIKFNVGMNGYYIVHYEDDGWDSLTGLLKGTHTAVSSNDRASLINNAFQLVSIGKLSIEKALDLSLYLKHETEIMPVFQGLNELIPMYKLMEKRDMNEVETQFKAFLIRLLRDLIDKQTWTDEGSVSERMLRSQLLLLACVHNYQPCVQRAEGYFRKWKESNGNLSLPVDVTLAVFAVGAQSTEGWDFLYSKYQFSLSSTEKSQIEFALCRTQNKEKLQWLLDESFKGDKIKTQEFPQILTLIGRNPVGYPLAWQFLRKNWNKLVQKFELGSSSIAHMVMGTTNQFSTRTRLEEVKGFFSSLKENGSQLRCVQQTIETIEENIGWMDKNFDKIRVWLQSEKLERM
SIRT5 inh: blocks human SIRT5 desuccinylation of peptide. Purified SirT5, succinyl-peptide AMC, trypsin-coupled fluorescence. inhibition, % at 15 µM. 330,000 compounds, 1.1% hits. AID 652115; in the data active means inhibition above about 15%
S100A4 inh HTS: S100A4-myosin IIA interaction inhibition; AID 652163; S100A4/TAMRA-MyoIIA peptide fluorescence polarization; 360,000 compounds, 0.14% hits; P26447; inhibition, % at 10.7 µM;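 active means mean inhibition of at least 70% across replicates, with every replicate also reaching that level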
Target sequence (P26447 whole entry, looked up): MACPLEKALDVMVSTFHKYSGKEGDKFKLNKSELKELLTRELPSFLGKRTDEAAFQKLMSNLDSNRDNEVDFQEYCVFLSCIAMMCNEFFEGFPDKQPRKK
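System – human S100A4 monomer protein, biochemical binding assay · Buffer or medium – Calcium-containing HEPES buffer, pH 7.2 · Timing – 5 min between mix addition and reading · Also added – TAMRA-labelled myosin IIA heavy-chain peptide probe, 5 nM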
PGC1a acetyl inh: modulators of PGC1a acetylation | U2OS PGC1a acetylation, AlphaScreen anti-acetyl-lysine; with virally co-expressed GCN5 acetyltransferase | inhibition, % at 15.6 µM | 350,000 compounds, 0.17% hits;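 active means every replicate shows inhibition of at least 40%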;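 further: 0% = neutral control wells and 100% = positive control wells; some results beyond the cut were filed as inactive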
Cneo AK release: causes C. neoformans cell lysis; 360,000 compounds, 0.2% hits; adenylate kinase release luminescence, 4 h; normalised: neutral wells 0, clomiphene wells 100; lysis activity, % at 15 µM;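 active means mean lysis activity across replicates of at least 80%, whatever share of replicates individually reach that level; inactive means mean lysis activity below 80%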
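Material – Cryptococcus neoformans yeast cells · Quantity – 5 × 10^6 yeast cells/mL · Buffer or medium – YPD medium · Compound – single dose · Timing – 4 h static compound exposure, 37 °C, read 1 h post-reagent · Signal – adenylate kinase release luminescence · Read-out basis – lysis from increased AK signal · Benchmarks – Clomiphene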
Statin myotox sup: suppressors of simvastatin-induced myotoxicity in C2C12 myotubes | ATP luminescence, 48 h; scaled: DMSO 0, geranylgeraniol control 100 | rescue of ATP level, % at 7.49 µM | 330,000 compounds, 0.78% hits;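 active means mean ATP rescue above about 67%, or every replicate alone reaching that limit, limit read from the data, passing the limit was not always enough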;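 further: myotubes were challenged with 10 µM simvastatin during compound exposure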
Xi reactivation: activators of X-chromosome reactivation in mouse fibroblasts; XiGFP mouse fibroblasts, % GFP-positive cells imaging, 3 d; cells co-treated with 5-aza-dC sensitizer; scaled so ellipticine positive control = 100%; activation, % at 7.58 µM; 360,000 compounds, 0.055% hits;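 active means mean normalized replicate activation at least 10% and every replicate at or above 10%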;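 further: 0% = median of on-plate neutral control wells and 100% = ellipticine 6 µM median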
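Material: SV40-immortalized XiGFP fibroblast cells, line 68-5-11 | Buffer or medium: DMEM containing 5-aza-dC | Dosing: One concentration, pinned | Times: 3 d treatment, 15 min room-temperature fixation | Controls: Ellipticine 6 µM positive control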
LGR2 antag: blocks bursicon-induced cAMP signaling via Drosophila LGR2 | HEK293 LGR2, CRE-luciferase, bursicon-stimulated, 4 h | inhibition, % at 9.99 µM | 380,000 compounds, 0.35% hits;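 active means drop in luminescence signal, shown as inhibition above about 50% in the replicate tests, limit read from the data, passing the limit was not always enough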;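 further: agonist challenge used bursicon conditioned medium at about half maximal strength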
* = called active by the depositor; nt = not tested or not shown. This is a subset; the hit share may differ from the screen's.

Each structure is followed by: S100A4 inh HTS | Statin myotox sup | ERAP1 inh | SIRT5 inh | Xi reactivation | Cneo AK release | LGR2 antag | PGC1a acetyl inh
CC(CC(=O)Nc1ccc2c(c1)c(=O)n(C)n2-c1ccc2ccccc2c1)C(F)(F)F (configuration not stated)
 : 1 | -67 | -5 | 21* | 0.6 | 0 | -4 | 4
C(#Cc1ccccc1)CN1CCCCC1
 : 5 | nt | -1 | nt | -0.1 | nt | -18 | 0
COC(=O)c1cc(S(=O)(=O)N2CCN(c3ccc([N+](=O)[O-])cc3)CC2)c[nH]1
 : -1 | 2 | 1 | -7 | 0.2 | 0 | -6 | nt
CC(=O)N(C)C[C@@H]1Oc2cc(C#Cc3cccc(F)c3)ccc2S(=O)(=O)N([C@H](C)CO)C[C@@H]1C
 : 37 | 7 | 1 | 3 | -1.0 | 2 | 10 | 8
CO[C@H]1CN(C)C(=O)c2cc(NC(=O)NC(C)C)ccc2OC[C@H](C)N(C(=O)NC(C)C)C[C@H]1C
 : 8 | -1 | 1 | -6 | 0.7 | 3 | 5 | nt
CCCn1c(NC(=O)c2ccc(C)cc2)nc2ccccc21
 : nt | -27 | nt | nt | nt | 0 | -46 | 5
C(=N\Nc1ncnc2nc[nH]c12)/c1cccs1
 : 3 | 3 | 0 | 1 | 0.0 | -1 | -52 | nt
CO[C@@H]1CN(C)C(=O)c2cc(NC(=O)C3CCOCC3)ccc2OC[C@H](C)N(CC2CC2)C[C@H]1C
 : 27 | 1 | 1 | -1 | 0.1 | 32 | 5 | 1
C[C@@H]1CCCCO[C@@H](CN(C)C(=O)Nc2ccc(F)cc2)[C@H](C)CN([C@H](C)CO)C(=O)c2cc(NC(=O)C3CCCCC3)ccc2O1
 : 2 | nt | 1 | -2 | 0.3 | -1 | 11 | 0
CO/N=C/C(C#N)=C/c1cc(C(=O)c2ccc(F)cc2)cn1C
 : 0 | nt | 7 | 2 | 0.0 | nt | -19 | -10
O=[N+]([O-])c1ccc(O)c(C2CCCCC2)c1
 : 0 | -103 | 0 | nt | -0.1 | -1 | 10 | 2
O=C(C1CCC(CNS(=O)(=O)c2ccccc2)CC1)N1CCCCC1 (configuration not stated)
 : 7 | -6 | 2 | -6 | 0.2 | 0 | 10 | 5
COc1cc(C(=O)OCc2nc3ccsc3c(=O)[nH]2)c([N+](=O)[O-])cc1OC
 : 5 | -2 | -4 | -10 | -0.1 | -4 | 6 | 2
C[C@H]1CN([C@@H](C)CO)C(=O)Cc2cc(NC(=O)C3CC3)ccc2O[C@H]1CN(C)C
 : 12 | -2 | -3 | -5 | 0.0 | 0 | 6 | -4
COc1ccc(CN(C)C[C@H]2Oc3c(NC(=O)Nc4ccc(OC)cc4)cccc3C(=O)N([C@@H](C)CO)C[C@@H]2C)cc1
 : -3 | -10 | 1 | -2 | 0.1 | -4 | -15 | 4

More compounds
Each structure is followed by: S100A4 inh HTS | Statin myotox sup | ERAP1 inh | SIRT5 inh | Xi reactivation | Cneo AK release | LGR2 antag | PGC1a acetyl inh
CCNc1nc(NCC)nc(SCC(C)=O)n1
 : -2 | 7 | -1 | 1 | 0.0 | 4 | 0 | 3
CC1CCCCN1C(=O)COC(=O)c1ccc(N2CCCC2=O)cc1 (configuration not stated)
 : 0 | 0 | 7 | -4 | -1.1 | 1 | 2 | 11
Cc1cccc2c1c(N=NC(N)=S)c(O)n2C1OC(CO)C(O)C(O)C1O (configuration not stated)
 : -1 | 11 | 3 | 3 | 0.0 | -4 | -1 | 2
Cc1onc(-c2c(Cl)cccc2Cl)c1C(=O)ONC(=O)c1cc(C(F)(F)F)cc(C(F)(F)F)c1
 : 0 | 3 | nt | -2 | 0.2 | -5 | nt | -3
CC1(C(=O)NCc2cccnc2)CCC(=O)N1CCc1ccccc1 (configuration not stated)
 : 3 | 4 | -8 | 0 | -0.1 | 1 | 37 | -2
CO[C@@H]1CN(C)C(=O)c2cc(NC(=O)C3CCCC3)ccc2OC[C@@H](C)N(CC2CC2)C[C@@H]1C
 : 1 | -10 | 1 | 0 | 0.3 | -6 | 9 | -8
CCCNC(=O)N1CC2(CN(C(=O)c3cnccn3)C2)c2c([nH]c3cc(OC)ccc23)[C@@H]1CO
 : 5 | nt | 1 | -2 | 0.1 | nt | -9 | 3
Cc1c(C(=O)N2CCCCC2)sc(NC(=O)C(C)C)c1C#N
 : -1 | nt | -1 | -3 | nt | nt | -8 | nt
COc1ccc(N(C)C(=O)c2cc3c(s2)-c2ccccc2OC3)c(OC)c1
 : 38 | -5 | 1 | nt | 0.0 | 4 | -5 | nt
Cc1cccc(NC(=O)COc2cccc3c2CCN(C)C3=O)c1
 : 1 | nt | -1 | 3 | 0.3 | -1 | -13 | 5
COC(=O)C1CCN(C(c2cccs2)c2sc3nc(C)nn3c2O)CC1 (configuration not stated)
 : 3 | 20 | -3 | 3 | 3.0 | 1 | 6 | nt
Cc1ccc(NC(=O)CN2C(=O)CN(C)C2=O)cc1S(=O)(=O)N1CCCCC1
 : 2 | nt | 2 | -4 | 0.0 | nt | -10 | 1
CN(C)C(=O)NC1c2ccccc2-c2ccccc21
 : -5 | 6 | -2 | 1 | 0.0 | 1 | -26 | 2
COC(=O)CCC(=O)Nc1nc(-c2ccccc2)cs1
 : 2 | -7 | 2 | 0 | 0.1 | -4 | -29 | 5
C[C@H]1CN([C@@H](C)CO)C(=O)CCCn2nncc2CO[C@@H]1CN(C)C(=O)Nc1cccc(F)c1
 : nt | -6 | nt | nt | -0.2 | nt | 1 | 7

Gathered by group: the compounds so far containing an NH in an aromatic ring.
Each structure is followed by: S100A4 inh HTS | Statin myotox sup | ERAP1 inh | SIRT5 inh | Xi reactivation | Cneo AK release | LGR2 antag | PGC1a acetyl inh
COC(=O)c1cc(S(=O)(=O)N2CCN(c3ccc([N+](=O)[O-])cc3)CC2)c[nH]1
 : -1 | 2 | 1 | -7 | 0.2 | 0 | -6 | nt
C(=N\Nc1ncnc2nc[nH]c12)/c1cccs1
 : 3 | 3 | 0 | 1 | 0.0 | -1 | -52 | nt
COc1cc(C(=O)OCc2nc3ccsc3c(=O)[nH]2)c([N+](=O)[O-])cc1OC
 : 5 | -2 | -4 | -10 | -0.1 | -4 | 6 | 2
CCCNC(=O)N1CC2(CN(C(=O)c3cnccn3)C2)c2c([nH]c3cc(OC)ccc23)[C@@H]1CO
 : 5 | nt | 1 | -2 | 0.1 | nt | -9 | 3

New compounds follow.
Each structure is followed by: S100A4 inh HTS | Statin myotox sup | ERAP1 inh | SIRT5 inh | Xi reactivation | Cneo AK release | LGR2 antag | PGC1a acetyl inh
Cn1cnc(S(=O)(=O)N2CC[C@@H]3[C@H](CO)Nc4ccc(C#Cc5ccccc5F)cc4[C@@H]32)c1
 : -2 | -31 | 0 | 8 | 0.0 | -4 | -20 | 2
O=C(NCC[C@@H]1CC[C@H](NC(=O)C2CCCC2)[C@H](CO)O1)Nc1ccc(Cl)cc1
 : -7 | -4 | -1 | -3 | 0.0 | -5 | -6 | 1
COc1ccc(OCC(=O)Nc2ccc3c(c2)nc(CCNC(C)=O)n3C)cc1
 : 3 | 2 | 0 | 1 | 0.3 | 0 | -16 | nt
COc1ccccc1N1CCN(C2CCCCC2NS(=O)(=O)c2ccccc2)CC1 (configuration not stated)
 : 1 | 6 | 2 | -1 | 0.0 | 12 | 25 | -14
CCC(C)(C)C1CCC2(CC1)NC(=O)N(CC(=O)N1CCN(c3ccccc3OC)CC1)C2=O (configuration not stated)
 : 9 | 10 | -2 | nt | 0.7 | 3 | 11 | -2
O=c1onc(-c2c(F)cccc2F)n1-c1ccccc1Cl
 : 0 | 8 | 2 | -14 | 0.0 | 4 | 2 | -9
COc1ccc(CNC(=O)CCS(=O)(=O)c2ccc3c(c2)oc(=O)n3C)cc1
 : 0 | 2 | -3 | -1 | 0.1 | 0 | 18 | 18
O=S(=O)(c1ccccc1F)N1CC[C@@H]2[C@H](CO)Nc3ccc(-c4ccccc4)cc3[C@@H]21
 : 16 | -18 | 1 | 8 | 4.5 | 28 | 24 | -10
CN=C1NC(C)(C)C2CCC(C)(CC2)S1
 : -2 | 1 | -5 | nt | 0.0 | 3 | -25 | -1
COc1ccc(N2CC(C(=O)N3CCc4ccccc43)CC2=O)cc1 (configuration not stated)
 : -3 | 4 | 0 | -1 | 0.2 | 5 | -5 | nt
Cc1cccc(NC(=O)c2cccc(NC(=O)Cc3cccs3)c2)c1
 : 1 | nt | 2 | -2 | 0.2 | nt | -37 | -5
C[C@@H]1CN([C@@H](C)CO)C(=O)Cc2cc(NC(=O)Nc3ccc(F)cc3)ccc2O[C@@H]1CN(C)S(=O)(=O)c1ccccc1
 : 6 | -8 | -5 | 5 | -0.1 | -2 | 2 | -2
O=C(c1ccco1)N1CCN(Cc2cn[nH]c2-c2ccc(F)cc2F)CC1
 : -3 | nt | 1 | -5 | 0.3 | nt | 2 | nt
Cc1cc(N2CCC(C(=O)N3CCN(c4cccc(C)c4C)CC3)CC2)n2ncnc2n1
 : nt | 7 | nt | nt | nt | 8 | 2 | 15
COc1cc(CCC(=O)NCc2ccc(Cl)cc2)cc(OC)c1OC
 : -2 | -3 | -13 | 0 | 0.1 | 3 | -3 | 0

Next results.
Each structure is followed by: S100A4 inh HTS | Statin myotox sup | ERAP1 inh | SIRT5 inh | Xi reactivation | Cneo AK release | LGR2 antag | PGC1a acetyl inh
O=C(C[C@H]1CC[C@H]2[C@@H](COC[C@@H](O)CN2Cc2cccc(C(F)(F)F)c2)O1)NCc1ccccc1
 : 2 | -3 | -5 | 2 | 0.0 | 0 | 0 | -9
Cc1ccc(NC(=O)C2CCN(S(=O)(=O)c3ccc4c(c3)CCCC(=O)N4)CC2)c(Br)c1
 : -1 | -4 | 0 | -1 | 0.2 | -3 | -1 | 5
Cc1ccc(NC(=O)c2ccc(=O)[nH]n2)cc1S(=O)(=O)Nc1ccccc1Cl
 : 2 | 15 | 4 | -1 | -0.2 | 1 | -7 | 0
CN1CCC(N(C)CC(=O)Nc2ccccc2N2CCOCC2)CC1
 : nt | -3 | nt | nt | nt | -1 | 3 | 35
Cc1[nH]c2ccccc2c1C1=NNC(=Nc2ccc(F)cc2)SC1
 : 0 | nt | 0 | -2 | -0.1 | nt | -1 | nt
O=c1[nH]nc(CNc2cccc(C(F)(F)F)c2)c2ccccc12
 : 0 | -1 | -5 | -3 | 0.0 | -1 | 14 | nt
CC1NC(=O)c2cccnc2-n2c1nc1cc(F)ccc1c2=O (configuration not stated)
 : -1 | 4 | -1 | -3 | -0.1 | -2 | -6 | -7
CCOc1cc(NC(=O)c2ccco2)c(OCC)cc1NC(=O)c1ccco1
 : 2 | -103 | -1 | -12 | 0.1 | -4 | -16 | -14
O=c1c2ccc([N+](=O)[O-])cc2ncn1CCOc1ccccc1
 : 3 | nt | 1 | -6 | 0.0 | nt | -60 | -5
C[C@H](CO)N1C[C@H](C)[C@@H](CN(C)Cc2ccc(C(=O)O)cc2)Oc2ccc(NC(=O)C3CCCCC3)cc2C1=O
 : -26 | -4 | 0 | -2 | 0.0 | 12 | 4 | -2
CN(C)S(=O)(=O)N1CCN(C(=O)c2cccs2)CC1
 : 0 | nt | -1 | 1 | nt | nt | 13 | nt
Cc1cccc2[nH]c(CN(C)C(=O)C3CCC(=O)N(C4CC4)C3)nc12 (configuration not stated)
 : 9 | 8 | -6 | -1 | 0.2 | 1 | 11 | 5
CO[C@@H]1CN(C)C(=O)c2ccc(NC(C)=O)cc2OC[C@H](C)N(CCC(F)(F)F)C[C@H]1C
 : 10 | 6 | 1 | -4 | 0.5 | -7 | -6 | -2
CCCCn1c(N)c(N(CC)C(=O)CSc2nnc(-c3ccco3)n2CC)c(=O)[nH]c1=O
 : 1 | nt | -1 | 5 | 0.0 | nt | 10 | nt
